Assay outcomes: PubChem BioAssay, The Scripps Research Institute Molecular Screening Center
TEAD-YAP inh = TEAD-YAP interaction inhibition, primary screen, TEAD-YAP interaction inhibitor project, luminescence, HEK-TIYL cells; TEAD-Gal4/YAP UAS-luciferase luminescence; inhibition, % at 9.12 µM; 1.4% of 640,000 active; AID 1259422, 2018; in the data active = inhibition above about 32%;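 also: 0% = median of test compound wells and 100% = reference inhibitor wells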
MITF inh = MITF inhibitors, primary screen, biochemical, AlphaScreen, human; inhibition, % at 2.6 µM; AID 1259374, 2018; AlphaScreen MITF homodimerization, bead proximity signal; Microphthalmia-associated transcription factor (Homo sapiens), O75030; 0.91% of 650,000 active; in the data active = inhibition above about 50%;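 also: 0% = vehicle wells with protein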
Target sequence (O75030 whole entry, looked up): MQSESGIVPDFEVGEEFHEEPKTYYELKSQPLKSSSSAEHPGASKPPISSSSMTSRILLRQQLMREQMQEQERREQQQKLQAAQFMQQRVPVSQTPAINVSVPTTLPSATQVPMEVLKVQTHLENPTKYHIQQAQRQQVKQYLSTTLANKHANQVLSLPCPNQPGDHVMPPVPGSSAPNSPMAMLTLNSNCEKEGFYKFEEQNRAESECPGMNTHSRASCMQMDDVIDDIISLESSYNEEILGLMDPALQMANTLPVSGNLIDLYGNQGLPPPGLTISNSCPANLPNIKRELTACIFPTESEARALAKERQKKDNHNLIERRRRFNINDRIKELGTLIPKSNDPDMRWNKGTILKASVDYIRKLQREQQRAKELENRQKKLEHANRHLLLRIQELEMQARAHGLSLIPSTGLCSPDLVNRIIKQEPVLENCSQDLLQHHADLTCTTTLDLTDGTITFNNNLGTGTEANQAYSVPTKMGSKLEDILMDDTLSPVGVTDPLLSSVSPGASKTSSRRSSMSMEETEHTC
FBW7 act = FBW7 E3 ligase activators, primary screen, biochemical, AlphaScreen, human; AlphaScreen FBW7–phospho-cyclin E peptide binding, activator screen; normalized activity (activation), % at 26.1 µM; 0.13% of 650,000 active; AID 1259310, 2017; in the data active = normalized activity above about 1.9%;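 also: purified mutant Fbw7 with reduced substrate affinity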
GPR151 ag = activators of human GPR151, primary screen, cell-based, PathHunter beta-arrestin, luminescence; G-protein coupled receptor 151 (Homo sapiens), Q8TDV0; PathHunter beta-arrestin GPR151 cells; activation, % at 11.2 µM; 1% of 650,000 active; AID 1508602, 2020; in the data active = activation above about 4.9%;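 also: 0% = median of compound wells and 100% = cells with positive control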
Target sequence (Q8TDV0 whole entry, looked up): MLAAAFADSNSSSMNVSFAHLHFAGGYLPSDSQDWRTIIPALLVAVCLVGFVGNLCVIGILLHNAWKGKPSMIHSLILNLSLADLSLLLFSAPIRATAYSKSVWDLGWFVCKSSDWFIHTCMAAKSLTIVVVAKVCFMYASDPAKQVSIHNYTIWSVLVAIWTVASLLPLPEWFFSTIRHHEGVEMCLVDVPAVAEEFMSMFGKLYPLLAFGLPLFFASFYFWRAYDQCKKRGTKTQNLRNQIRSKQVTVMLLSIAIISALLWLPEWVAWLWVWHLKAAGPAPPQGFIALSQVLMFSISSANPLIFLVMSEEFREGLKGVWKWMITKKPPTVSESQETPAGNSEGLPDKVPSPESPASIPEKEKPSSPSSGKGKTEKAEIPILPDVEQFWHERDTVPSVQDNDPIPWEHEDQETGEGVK
* = called active by the depositor. An unsorted share of the library; overall some 3.4% were active at least once.

mol	TEAD-YAP inh	MITF inh	FBW7 act	GPR151 ag
OCCNc1nc(N2CCN(Cc3ccc4c(c3)OCO4)CC2)nc2nc[nH]c12	7	6	0.0	2.1
O=C(c1ccco1)N1CCN(S(=O)(=O)c2cc(Cl)ccc2Cl)CC1	8	23	0.4	0.7
CCOC(=O)C1=C(c2ccccc2)N=c2s/c(=C\c3cc(Br)cc(OC)c3O)c(=O)n2C1c1ccc2c(c1)OCO2 (configuration not stated)	0	2	0.0	0.2
COc1ccc(Cl)cc1C(=O)Nc1ccc(Cl)cn1	-32	-11	0.1	-0.7
OCc1ccccc1-c1cnc2c(Nc3cccc(OC(F)(F)C(F)F)c3)nccn12	6	-7	0.0	-0.6
Clc1ccccc1N1N=C(/C=C/c2cccs2)CC1c1cccs1 (configuration not stated)	-9	-72	0.8	-0.7
COC(=O)C12CC3CC(C1)C(=O)C(C3)C2	6	7	-0.2	1.5
CCOC(=O)/C=C(/C)N1N=C(c2ccc(OC)cc2)CC1c1ccc([N+](=O)[O-])cc1 (configuration not stated)	-2	-2	-0.2	-0.4
CC(C)Oc1cccc(C(=O)NCc2ccco2)c1	3	-9	-0.1	-0.9
COC(=O)c1cc(S(=O)(=O)N2CCC(C)CC2)cn1C	10	-3	0.2	2.5
CSc1nc2ccc(NC(=O)C(Cc3c[nH]c4ccccc34)NC(C)=O)cc2s1 (configuration not stated)	-7	0	0.0	0.6
Cc1ccc(SCC(=O)N2CCCC2)cc1	-37	20	0.2	-1.5
O=C(c1ccccc1O)N(Cc1ccccc1)c1ccccn1	2	-6	0.0	-0.1
COC(=O)c1sc2ncn(Cc3ccccc3F)c(=O)c2c1C	4	-9	0.1	-0.2
CCOC(=O)C1=C(C)NC(C)=C(C(=O)OCC)C1c1nc2ccccc2[nH]1	7	9	0.1	0.0
Cc1cc2c(c(=O)[nH]1)C(c1cccc(F)c1)C(C#N)=C(N)O2 (configuration not stated)	0	14	0.2	-1.8
COc1cc(OC)c(OC)cc1/C=C/c1cc(C(F)(F)F)[nH]c(=O)n1	-14	-2	0.1	3.1
O=C(CSc1nnc(CNC(=O)c2ccccc2)o1)c1ccc(Cl)cc1	-1	-4	-0.1	-1.5
Cc1onc(-c2ccccc2Cl)c1C(=O)Oc1cc(N)n(S(=O)(=O)c2ccc(Br)cc2)n1	8	-10	-0.1	-0.7
COc1cc(C2CC(=O)Nc3ccc4ccccc4c32)cc(Cl)c1O (configuration not stated)	-2	5	0.1	0.3

(further entries)
mol	TEAD-YAP inh	MITF inh	FBW7 act	GPR151 ag
COc1ccc(S(=O)(=O)N(CCc2ccccc2)CC(=O)Nc2cccc(C(C)=O)c2)cc1	-8	-10	-0.2	-0.2
O=C(Nc1cnn(-c2cccc(C(=O)NC3CCN(Cc4ccccc4)CC3)c2)c1)Nc1ccccc1Cl	-4	2	0.0	2.4
CCN(CC)c1ccc(C(=O)Nc2nc3ccc4ccccc4c3s2)cc1	-2	10	0.4	1.9
Cc1ccc(NC(=O)COc2ccc(CO)cc2)cc1	-7	-15	-0.3	-1.9
O=c1[nH]c(/C=C/c2ccccc2O)c([N+](=O)[O-])c(=O)[nH]1	6	16	0.0	1.1
NC(=Nc1ccccc1)C(Cl)(Cl)Cl	6	-9	0.0	2.1
CC1CCN(C(=O)CNC(=O)c2c[nH]c3ccccc23)CC1	13	9	0.1	-0.2
Cc1onc(C(=O)Nc2cccc(O)c2)c1[N+](=O)[O-]	0	-3	0.1	-3.4
CCOC(=O)C1=C(C)OC(N)=C(C#N)C1c1cc(OC)ccc1OC (configuration not stated)	9	-7	0.2	0.6
COc1ccc(C)cc1NC(=O)N(Cc1ccco1)C1CCN(c2nc(C)cc(C)n2)CC1	-3	-2	-0.2	0.5
CCOC(=O)NN=C1c2ccccc2-c2ccccc21	3	11	0.1	1.1
CCC[C@@H]1NC(=O)[C@H]2CN(C(=O)c3cc(Cl)cc(Cl)c3)CCN2C1=O	10	12	0.1	-0.3
COC(=O)C1=C(C)NC(=O)CC1c1cccc(F)c1 (configuration not stated)	2	-3	-0.1	0.6
COc1cccc(/C=C(\C#N)C(=O)Nc2ccc(C)c(Cl)c2)c1O	8	-8	-0.1	1.1
O=C1c2ccccc2C(=O)c2c1oc1cc(O)ccc21	-24	-6	-0.1	-10
COC(=O)C1=NNC2(c3cccc([N+](=O)[O-])c3)C(=O)N(c3ccccc3)C(=O)C12 (configuration not stated)	-7	11	0.0	0.2
COCCN(C1CCN(C(=O)C(C)(C)C)CC1)S(=O)(=O)c1ccccc1	-12	-2	0.3	0.3
CCCCc1ccc(NC(=O)CSc2nnc(C)c(=O)[nH]2)cc1	5	-7	-0.3	2.2
CCCCC1CN(CCC(=O)NCc2cccc(C)n2)Cc2ccccc2O1 (configuration not stated)	3	8	-0.1	1.2
O=C1CCC(CCNCCOc2ccc(F)cc2)N1CC1(c2ccccc2)CCOCC1 (configuration not stated)	4	-18	0.2	1.3

Further compounds:
mol	TEAD-YAP inh	MITF inh	FBW7 act	GPR151 ag
COc1ccc2cc(/C=C/C(=O)O)ccc2c1	-5	0	-0.1	-2.7
CC(=O)Oc1ccccc1C(=O)N1CCc2nc3ncccc3cc2C1	5	10	0.3	-0.9
Cc1cc(C)c2c(=O)cc(C(F)F)oc2c1	9	-1	-0.2	-0.1
Cc1ccsc1/C=C1\C(=O)NC(=O)N(c2ccc(Br)cc2)C1=O	-5	-4	0.0	0.7
CC(=O)NC1=NN(C(C)=O)C(C)(c2ccc3c(c2)OCO3)S1 (configuration not stated)	9	18	0.2	0.8
Cc1cccc(N2C(=O)c3ccc(C(=O)Nc4ccc([N+](=O)[O-])cc4)cc3C2=O)c1	-15	-3	-0.1	0.6
CC(Sc1ccc2c(c1)OCCO2)C(N)=O (configuration not stated)	3	-5	0.1	-0.1
O=C(Cc1cccs1)Nc1nc(-c2ccccc2)cs1	-15	0	0.2	1.8
Cc1ccc(CNC(=O)CSc2nc3ccsc3c(=O)n2CCCCC(=O)O)cc1	0	1	0.0	0.0
O=C(Nc1ccccc1F)c1ccc2nc(N3C(=O)CCC3=O)sc2c1	-23	-3	-0.1	-1.9
COc1ccc(/C(O)=C2/C(=O)C(=O)N(CCCN(C)C)C2c2ccc(Br)cc2)cc1 (configuration not stated)	11	19	1.0	0.3
Fc1cccc(Cl)c1CN1CCc2nncn2CC1	-9	16	0.1	0.4
COc1cc(-c2cncc(-c3cncc(OCC4CCCNC4)c3)c2)ccc1O (configuration not stated)	-16	-14	-0.1	-1.3
CCOCCCNC(=O)Cn1nc(-c2ccc(OC)cc2)ccc1=O	16	10	-0.1	-0.6
CC(=O)Nc1ccc(O[C@@H]2O[C@H](CO)[C@@H](O)[C@H](O)[C@H]2NC(C)=O)cc1	-3	1	-0.1	0.2
N#Cc1ccccc1CSc1nnnn1-c1ccc(Cl)cc1	11	5	0.1	1.1
COc1cccc(NC(=O)C2CC(=O)N(c3ccccc3)C2)c1 (configuration not stated)	1	-2	0.0	1.7
O=C(CCBr)NC(=O)Oc1ccc(Br)cc1	-12	17	0.1	0.0
Cc1cc2nn(-c3ccccc3)nc2cc1NC(=O)c1ccc(Br)cc1	4	-7	0.0	1.2
COc1ccc(NC(=O)C2CC(=O)NC(Nc3nc(C)c4ccccc4n3)=N2)cc1 (configuration not stated)	6	2	0.8	0.4

Additional records follow.
mol	TEAD-YAP inh	MITF inh	FBW7 act	GPR151 ag
CCCNc1cc(C)nc(-c2cccc(N)c2)n1	-61	5	0.0	-1.2
CSc1nsc(SCC(=O)c2ccc([N+](=O)[O-])cc2)n1	-4	11	-0.3	-2.5
Cc1ccc2[nH]c3c(=O)n(CCCN4CC(C)CC(C)C4)cnc3c2c1 (configuration not stated)	13	9	0.1	1.6
COc1ccc(CCNC(=O)C2CCN(C(=O)NC3CCCCC3)CC2)cc1	-8	3	0.5	-1.0
CC(C)CNC(=O)c1cc(-c2ccc(Br)cc2)on1	-33	-2	0.2	1.0
CC(C)(C)n1nnnc1CN(Cc1cccnc1)Cc1ccccc1Cl	5	4	1.0	4.1
COC(=O)c1ccc(Cn2c(=O)n(Cc3ccc(Cl)cc3)c(=O)c3ncccc32)cc1	-7	18	0.0	1.7
CCc1c(C)nc2nc(NC(C)=O)[nH]n2c1=O	-11	22	0.2	-0.8
COc1cccc(CC2(CO)CCCN(Cc3ccc4c(NC(C)=O)cccc4n3)C2)c1 (configuration not stated)	-3	-7	-0.1	-0.8
COc1ccc(Nc2nc(N3CCCC3)nc(N3CCCC3)n2)cc1	2	11	-0.2	0.5
O=C(COc1ccccc1)NNC(=O)c1ccncc1	4	18	0.1	0.8
COCC(C)NC(=O)[C@H]1C[C@@H](c2ccc(F)cc2)NS(=O)(=O)N1C (some centres not stated)	-4	1	-0.1	-1.4
O=C(c1ccco1)N1N=C(c2ccccc2)CC1c1ccc2nccnc2c1 (configuration not stated)	2	17	0.4	0.1
Cc1cc(C(=O)CN(Cc2ccco2)S(=O)(=O)/C=C/c2ccccc2)c(C)n1C	19	8	0.0	0.1
CCn1ncc(CNC(=O)c2ccc([N+](=O)[O-])cc2)c1C	-6	16	-0.1	-1.4
Cc1cccc(NC(=O)N2CCCC2C(=O)Nc2ccccc2C)c1 (configuration not stated)	12	-6	0.1	0.3
O=C(Nc1ccc(N2CCOCC2)cc1)c1cccc2nccnc12	-21	10	-0.1	-0.4
COC(=O)c1ccc(-n2c(C)cc(/C=C3\C(=O)NC(=O)N(C)C3=O)c2C)c(C)c1	9	7	-0.6	-0.7
COc1cc(C2C(=O)N(C3CCCCC3)CC(=O)N2Cc2ccco2)ccc1OC(C)C (configuration not stated)	-3	9	-0.1	-0.4
Cc1c(Br)c([N+](=O)[O-])nn1Cc1ccccc1C#N	-3	12	-0.1	-0.1

Single records (already shown). Screens in order: TEAD-YAP inh, MITF inh, FBW7 act, GPR151 ag
Cc1cccc(NC(=O)N2CCCC2C(=O)Nc2ccccc2C)c1 (configuration not stated) in the list: 12, -6, 0.1, 0.3
O=C(Nc1ccc(N2CCOCC2)cc1)c1cccc2nccnc12 in the list: -21, 10, -0.1, -0.4
COC(=O)c1ccc(Cn2c(=O)n(Cc3ccc(Cl)cc3)c(=O)c3ncccc32)cc1 in the list: -7, 18, 0.0, 1.7
Cc1c(Br)c([N+](=O)[O-])nn1Cc1ccccc1C#N in the list: -3, 12, -0.1, -0.1
CCc1c(C)nc2nc(NC(C)=O)[nH]n2c1=O in the list: -11, 22, 0.2, -0.8

Limited to MITF inh, TEAD-YAP inh and FBW7 act (3 entries from above):
molecule | MITF inh | TEAD-YAP inh | FBW7 act
CCCCc1ccc(NC(=O)CSc2nnc(C)c(=O)[nH]2)cc1 | -7 | 5 | -0.3
CCn1ncc(CNC(=O)c2ccc([N+](=O)[O-])cc2)c1C | 16 | -6 | -0.1
COc1ccc(C)cc1NC(=O)N(Cc1ccco1)C1CCN(c2nc(C)cc(C)n2)CC1 | -2 | -3 | -0.2

The results go on.
mol	TEAD-YAP inh	MITF inh	FBW7 act	GPR151 ag
CC(=O)Nc1nc(COc2ccccc2)cs1	-55	-8	-0.1	0.6
O=c1cc[nH]c2cccc(Cc3ccccc3)c12	-3	-4	0.1	-0.5
Cc1nnc(SCC(=O)Nc2ccc(S(N)(=O)=O)cc2)s1	15	11	0.0	0.0
O=C(Cc1c(O)c2ccccc2[nH]c1=O)OC1CCCCC1	1	13	0.1	0.8
Cc1cccn2c(CNCC3OCCc4ccccc43)c(C(=O)N3CCCCC3)nc12 (configuration not stated)	-1	1	0.0	-0.7
Cc1ccc(NC(=O)CCC(=O)N2CCSc3ccccc32)cc1C	3	12	0.0	-1.5
COc1ccc(CC(=O)Nc2nnc(SCC(=O)c3ccccc3)s2)cc1OC	7	-10	-0.1	-1.7
Cc1nonc1C(=O)NCC1Cc2cc(-c3cncnc3)cc(Cl)c2O1 (configuration not stated)	9	0	0.5	-0.5
Cc1nc2nc(-c3cccs3)cn2nc1C	-23	6	0.0	-4.6
Cc1cc2nc(C3CCN(CC(=O)N4CCCCC4)CC3)[nH]c2cc1C	3	4	-0.1	0.0
CC(=O)c1ccc(Nc2c([N+](=O)[O-])ccc3nonc23)cc1	8	9	0.7	-1.3
O=C(COc1ccc2c(c1)OCO2)Nc1ccc(F)cc1	-69	-7	-0.3	1.4
CCOc1ccccc1NS(=O)(=O)c1c(C)noc1C	-3	5	0.1	0.5
CCCCSc1nnc2c(n1)OC(c1ccc(C(C)(C)C)cc1)Nc1ccccc1-2 (configuration not stated)	-43	-6	0.1	2.5

3 entries out of the list, ordered by length of the SMILES, lowest first:
mol	TEAD-YAP inh	MITF inh	FBW7 act	GPR151 ag
CC(=O)Nc1nc(COc2ccccc2)cs1	-55	-8	-0.1	0.6
Cc1cc2nc(C3CCN(CC(=O)N4CCCCC4)CC3)[nH]c2cc1C	3	4	-0.1	0.0
COc1ccc(CC(=O)Nc2nnc(SCC(=O)c3ccccc3)s2)cc1OC	7	-10	-0.1	-1.7
